# Compound activity as filed in PubChem BioAssay.
# Tat export inh: inhibitors of E. coli Tat protein transport. E. coli MC4100 TorA-mCherry Tat export, fluorescence. inhibition, % at 10 µM. 340,000 tested, 0.036% active. AID 488895;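 active = mean replicate inhibition at least 50% and at least half of replicates individually reaching 50%; inconclusive = only one of the two criteria met; inactive = neither criterion met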;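 note: exported cargo escapes ClpAP degradation while cytoplasmic cargo is degraded and loses fluorescence; 0% = median of neutral control wells and 100% = median of NaSCN control wells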
# CAL PDZ FP: blocks peptide binding to human CAL PDZ domain; Q9HD26; purified CAL PDZ, TMR-peptide fluorescence polarization, 1 h; inhibition, % at 20 µM; 330,000 tested, 0.02% active;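 active = highest replicate inhibition of at least 40%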;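 note: plate controls were DMSO neutral control wells for no effect and unlabeled competitor peptide control wells for full effect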
#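 System: purified tagged CAL PDZ domain construct (CerCALP). Schedule: 1 h incubation at room temperature before polarization reading. Medium: 25 mM sodium phosphate pH 7.4, 150 mM NaCl, TCEP, IgG, Thesit. Read-out: percent inhibition from loss of millipolarization. Measured by: FP readout, S and P plane fluorescence. Probe or stimulus: fluorescent TMR peptide probe.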
# PvdQ acylase: P. aeruginosa PvdQ acylase inhibition. purified PvdQ acylase, fluorescence plate reader. inhibition, % at 10 µM. 340,000 tested, 0.063% active; in the data active = inhibition above about 30%, passing the limit was not always enough; inconclusive = no clear call, values can overlap the other calls;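 note: 0% = vehicle neutral wells and 100% = reference inhibitor wells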
# PfHsp90 yeast 2: reduces growth (ATP signal) of yeast expressing P. falciparum Hsp90. S. cerevisiae expressing PfHsp90, BacTiter-Glo ATP, 48 h; yeast lacking PDR1 and PDR3 efflux regulators. inhibition, % at 9.4 µM. 310,000 tested, 0.32% active;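 active = every replicate shows inhibition above about 80%, whatever the replicate mean, limit read from the data; inconclusive = mean inhibition reaches the set limit but some replicate falls short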;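 note: 0% = DMSO neutral controls and 100% = 20 µM radicicol positive controls; yeast relying on Plasmodium falciparum Hsp90 in place of its own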
# DAGLB inhibitor: blocks human DAGLB lipase activity; HEK293T DAGLB membrane lysate, EnzChek fluorogenic substrate; inhibition, % at 5.17 µM; 340,000 tested, 0.059% active; AID 504411; in the data active = inhibition above about 34%;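 note: 0% = enzyme with vehicle and 100% = wells lacking enzyme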
# Target sequence (Q8NCG7 whole entry, looked up): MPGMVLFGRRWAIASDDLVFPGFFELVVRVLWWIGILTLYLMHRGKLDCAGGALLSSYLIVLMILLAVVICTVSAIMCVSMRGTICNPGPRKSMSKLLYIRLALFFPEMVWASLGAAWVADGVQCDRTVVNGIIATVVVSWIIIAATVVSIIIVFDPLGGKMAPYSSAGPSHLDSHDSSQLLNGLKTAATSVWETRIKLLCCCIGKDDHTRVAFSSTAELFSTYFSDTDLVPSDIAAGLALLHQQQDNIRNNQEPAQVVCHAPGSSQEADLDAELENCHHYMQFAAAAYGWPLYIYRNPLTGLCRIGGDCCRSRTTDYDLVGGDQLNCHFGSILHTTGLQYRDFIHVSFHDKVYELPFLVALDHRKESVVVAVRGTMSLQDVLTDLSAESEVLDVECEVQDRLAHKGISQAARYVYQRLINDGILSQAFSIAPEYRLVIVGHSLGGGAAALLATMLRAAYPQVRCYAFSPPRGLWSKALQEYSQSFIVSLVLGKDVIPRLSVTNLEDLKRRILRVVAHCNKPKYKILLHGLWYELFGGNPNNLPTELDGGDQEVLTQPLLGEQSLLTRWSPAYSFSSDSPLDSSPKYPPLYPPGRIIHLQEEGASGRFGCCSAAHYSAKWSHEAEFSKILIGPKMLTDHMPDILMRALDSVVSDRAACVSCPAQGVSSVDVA
# Rtt109 Vps75: inhibitors of Candida albicans Rtt109/Vps75 histone acetyltransferase | purified Rtt109/Vps75, ThioGlo CoA-SH fluorescence, 4 h | 330,000 tested, 0.16% active | Q5AAJ8 | inhibition, % at 34.9 µM | AID 540336;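 active = inhibition of at least 50% in every replicate; inconclusive = best replicate reaches 50% inhibition but some replicates fall short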
# Target sequence (Q5AAJ8 whole entry, looked up): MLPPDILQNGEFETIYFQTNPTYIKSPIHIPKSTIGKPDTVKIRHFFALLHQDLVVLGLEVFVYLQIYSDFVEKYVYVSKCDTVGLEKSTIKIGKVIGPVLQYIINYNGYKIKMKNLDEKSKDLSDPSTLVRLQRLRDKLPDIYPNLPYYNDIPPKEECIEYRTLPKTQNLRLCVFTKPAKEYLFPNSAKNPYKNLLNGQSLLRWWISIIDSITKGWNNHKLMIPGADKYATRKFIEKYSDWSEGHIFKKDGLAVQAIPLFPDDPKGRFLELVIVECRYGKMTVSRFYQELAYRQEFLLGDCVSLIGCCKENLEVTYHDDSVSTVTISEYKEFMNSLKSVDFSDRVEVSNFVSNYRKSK
# Ecoli viability: reduces bacterial viability in AddAB counter-screen; inhibition, % at 11.9 µM; AID 449728; E. coli V3065 growth, OD600 absorbance, 18 h; 330,000 tested, 0.27% active;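 active = inhibition above the campaign's mean inhibition across all tested compounds plus 3 SD, cut at about 9.9% in these data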;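 note: uninfected addAB+ strain grown without phage in ampicillin broth; 0% = DMSO wells and 100% = ciprofloxacin 0.95 µg/ml wells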
# Wnt act: activators of Wnt/beta-catenin signaling | 300,000 tested, 1.2% active | Wnt/beta-catenin reporter cell assay, activator, plate reader | activation, % at 9.35 µM; in the data active = activation above about 30%, passing the limit was not always enough; inconclusive = no clear call, values can overlap the other calls;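 note: 0% = neutral control wells and 100% = positive control wells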
# AddAB inh: less growth of phage-infected E. coli with AddAB; E. coli expressing H. pylori AddAB, absorbance growth; inhibition, % at 11.9 µM; 330,000 tested, 0.29% active; AID 435030; in the data active = inhibition above about 12%;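 note: 0% = vehicle wells of infected cells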
# phage Ecoli inh: E. coli growth loss with phage present | 360,000 tested, 0.26% active | growth absorbance | inhibition, % at 11.9 µM; in the data active = inhibition above about 11%
# An asterisk follows results filed as active; u = inconclusive; x = no result given.
SMILES,Tat export inh,CAL PDZ FP,PvdQ acylase,PfHsp90 yeast 2,DAGLB inhibitor,Rtt109 Vps75,Ecoli viability,Wnt act,AddAB inh,phage Ecoli inh
CCCc1nc2ccccc2c(=O)n1CC(=O)c1ccccc1,0,-1.3,-3,-11,0,x,4.4,-6,1.3,4.0
Cc1nc(N2CCC(C)CC2)c2c(C)c(C(=O)Nc3ccc(C)c(F)c3)sc2n1,8,-1.4,-2,-18,-4,x,1.8,-8,1.4,3.2
CCCCN(CC)C(=O)Cc1ccc(Br)cc1,-3,-4.2,-25,24,-2,-18,-1.0,0,2.9,2.3
COc1cccc(NC(=O)CSc2ccc(-c3sc(C)nc3C)nn2)c1,1,-0.4,-3,-3,2,2,-1.4,5,3.0,2.5
C=CCN1C(=O)NC(c2ccccc2)(C(F)(F)F)S/C1=C(\C#N)c1nnc(N2CCOCC2)n1-c1ccccc1 (stereo not given),2,-1.3,7,15,12,25,-1.5,-1,0.9,3.6
O=C(CCn1cnnn1)Nc1ccc(Cl)c(Cl)c1,11,-3.0,-12,-17,-2,-17,2.3,0,-1.1,7.0
Cc1ccc(S(=O)(=O)N2CCCCC2)cc1C(=O)c1nccn1C,2,-2.1,-14,12,-3,-3,-2.9,1,-0.2,-2.1
COc1cc2c(cc1OC)CN(C(=O)CSc1nc(N)c(C#N)cc1C#N)CC2,2,-2.5,-8,x,-1,1,0.9,-1,1.3,x
CCOC(=O)c1ccccc1Cc1nc2ccccc2c(=O)[nH]1,2,0.0,6,19,0,0,-0.5,-1,4.2,3.0
COc1cccc(NS(=O)(=O)c2cc3c(cc2C)NC(=O)CO3)c1,-9,-1.4,-12,5,10,-1,1.1,-3,1.3,3.1

# As entered above:
# Value of Cc1nc(N2CCC(C)CC2)c2c(C)c(C(=O)Nc3ccc(C)c(F)c3)sc2n1 under CAL PDZ FP: -1.4
# Value of CCOC(=O)c1ccccc1Cc1nc2ccccc2c(=O)[nH]1 under phage Ecoli inh: 3.0

# (next part)
SMILES,Tat export inh,CAL PDZ FP,PvdQ acylase,PfHsp90 yeast 2,DAGLB inhibitor,Rtt109 Vps75,Ecoli viability,Wnt act,AddAB inh,phage Ecoli inh
Cc1ccc(S(=O)(=O)n2nc(-c3cccnc3)nc2N)cc1,0,-2.0,-15,-22,3,1,-2.5,x,0.0,-1.6
O=C(CCCNS(=O)(=O)c1cccc2nsnc12)NC1CCCCC1,-3,0.5,-7,3,-1,-7,0.8,-4,2.0,-0.3
COc1ccc(CNc2ccc3c(c2)CCC3)cc1Br,13,-0.1,-5,3,0,4,-2.6,1,2.8,0.2
CC(=O)n1cc(C2C(=O)CCCC2=O)c2ccccc21,-3,-0.6,0,0,1,-2,-2.2,-1,-0.1,2.3
Cc1ccc2nsnc2c1S(=O)(=O)NCCc1c(C)[nH]c2ccc(F)cc12,24,0.3,-3,x,2,-19,1.2,x,2.6,0.9
Cc1ccn2cc(CCNS(=O)(=O)c3ccc4c(c3)OCCO4)nc2c1,-1,-0.3,-5,-7,3,5,-0.2,1,-3.8,3.3
COc1cc(OC)c(OC)cc1/C=C1\Oc2cc(OS(C)(=O)=O)ccc2C1=O,5,-0.1,5,-2,-16,-8,1.7,-4,0.1,2.2
CCCCNC(=S)Nc1ccc(SC(F)F)cc1,-6,-1.3,9,-2,-2,8,5.5,3,6.2,8.3
Cc1cc(C)c(S(=O)(=O)N2CCC(C(=O)OCc3c(C)noc3C)CC2)c(C)c1,12,0.5,-10,-4,-6,5,1.4,2,1.6,2.8
CCC(=O)Nc1c(C(=O)Nc2ccc3c(c2)OCCO3)oc2ccccc12,-7,-1.5,-13,9,-4,13,-1.0,36*,1.1,-1.1
O=[N+]([O-])c1ccc(Cl)c(-c2ccc(/C=N/c3c(-c4ccco4)nc4ccccn34)o2)c1,-1,-0.2,-6,11,2,-2,-0.2,-3,-0.8,-1.9
O=C(Nc1ccc(Br)cc1)c1ccc2c(c1)OCO2,-6,-2.5,5,2,-5,3,-2.5,29,-0.2,0.2
CN1CCN(C(=S)NC(=O)c2ccc(-c3ccccc3)cc2)CC1,-5,-2.4,3,-34,3,-13,-1.9,0,-1.4,-1.1
COc1ccc(CCNC(=O)Cn2nnc(-c3ccc(N4CCOCC4)cc3)n2)cc1OC,3,-1.5,-1,-1,3,3,0.2,0,0.0,2.0
Cn1ncc(Cl)c1C(=O)Nc1nnc(C2CC2)s1,-11,-1.4,-2,-7,3,-9,1.2,1,3.0,1.3
O=C(COc1ccc2ccccc2c1)NCC(=O)N/N=C/c1ccco1,-1,-2.2,1,-4,-2,14,-0.6,1,1.7,3.6
Cc1ccc(/C=N/NC(=O)c2ccc3nc[nH]c3c2)s1,-2,-3.0,-1,3,-1,-1,0.6,0,0.2,2.2
Cc1ccc(S(=O)(=O)Nc2cccc3ncccc23)s1,17,x,-9,-114,-4,14,1.0,x,-1.0,x
Cc1cc(Cl)ccc1OCC(=O)N/N=C1\CC2C=CCC12 (stereo not given),14,0.4,5,-32,-4,-3,-2.0,-2,-1.6,1.3
CCCCCCC1CC(CSC(=N)N)OC1=O (stereo not given),3,0.3,-17,13,-1,4,-0.2,x,2.5,0.0
CCn1nnc(-c2ccccc2NC(=O)c2cc(OC)c(OC)c(OC)c2)n1,1,-2.7,5,x,-6,x,1.6,0,1.3,1.9
CCCCNC(=O)c1nc2ncc(Br)cn2n1,-1,-1.0,-7,26,-1,-5,-4.5,x,-1.8,2.8
C=C1c2ccccc2NC(=O)N1c1ccc(OC)cc1,5,-4.3,-6,-28,0,x,1.5,11,2.3,1.2
O=C(NNS(=O)(=O)c1ccc(CCCl)cc1)C(O)(c1ccccc1)c1ccccc1,5,-0.9,0,-36,0,11,1.0,11,4.6,3.5
COc1ccc(N2CCN(C(=O)CCNS(=O)(=O)c3cc(Br)cnc3N)CC2)cc1,-6,-0.1,-10,12,1,-4,0.2,x,1.5,x
O=C(O)CN1CCCCC1,2,-0.3,-13,x,1,10,0.4,18,0.4,1.2
COC(=O)C1=C(C(=O)c2ccccc2)C(c2cccs2)n2nnnc2N1 (stereo not given),-3,-0.5,-9,-51,1,1,2.9,x,1.0,2.7
Cc1[nH]c2ccccc2c1/C=N/NC(=O)CNC(=O)Cc1ccccc1,4,1.2,-6,17,5,-1,1.3,1,5.5,0.2
COc1ccc(S(=O)(=O)N2CCOCC2)cc1NC(=O)COC(=O)c1oc2ccccc2c1C,20,-1.7,2,-4,-5,28,0.0,0,3.3,0.9
COC(=O)COc1ccc(C(C2C(=O)CC(C)(C)CC2=O)C2C(=O)CC(C)(C)CC2=O)cc1,3,-0.3,-17,30,-1,8,-1.0,-1,-0.3,1.7

# Two compounds from above, limited to PfHsp90 yeast 2 and Tat export inh.
Structure	PfHsp90 yeast 2	Tat export inh
COc1ccc(S(=O)(=O)N2CCOCC2)cc1NC(=O)COC(=O)c1oc2ccccc2c1C	-4	20
COC(=O)COc1ccc(C(C2C(=O)CC(C)(C)CC2=O)C2C(=O)CC(C)(C)CC2=O)cc1	30	3

# Next part
SMILES,Tat export inh,CAL PDZ FP,PvdQ acylase,PfHsp90 yeast 2,DAGLB inhibitor,Rtt109 Vps75,Ecoli viability,Wnt act,AddAB inh,phage Ecoli inh
Cc1ccc(-c2n[nH]c(=S)n2/N=C/c2ccc(C)o2)cc1,8,0.3,-8,10,-4,8,-1.2,x,3.4,0.8
Cc1cccc(-c2nnc(-c3cccc(NC(=O)Cc4cccs4)c3)o2)c1,u,-4.8,-7,-14,-4,2,1.6,x,4.8,0.6
COc1ccc(C(=O)OCC(=O)N2C(C)CCCC2C)cc1S(=O)(=O)N1CCOCC1 (stereo not given),-5,-0.3,9,-3,-1,-5,-1.1,-3,-2.1,2.2
Oc1ccc(Br)cc1CNc1cnc2ccccc2c1,-11,-0.7,-36,-35,1,16,0.9,2,3.9,4.2
Cc1cccc(OCC(=O)Nc2ccc(NC(=O)c3ccco3)c(C)c2)c1,1,-1.1,-6,-11,-2,5,-1.8,-2,-0.5,1.8
O=S(=O)(NCc1csc(-c2cccnc2)n1)c1ccc(Cl)s1,6,-1.5,-14,-20,-1,0,-0.5,1,-2.7,0.7
O=C(O)c1nccnc1C(=O)Nc1ccccc1N1CCOCC1,5,-2.4,-5,10,-2,3,-1.3,2,2.6,1.5
Cc1ccccc1C(=O)NC1CCN(CC(=O)Nc2c(C)cccc2C)CC1,31,-1.5,-15,11,2,-8,0.2,x,1.6,1.4
O=C(NCCS(=O)(=O)c1ccc(Br)cc1)c1ccc(F)cc1,1,-0.8,-3,4,0,-10,0.2,-2,0.6,0.7
COCCCN1C(=O)C(=O)/C(=C(/O)c2ccc(OCC(C)C)cc2)C1c1cccnc1 (stereo not given),-2,-0.2,-14,3,-2,-17,0.0,x,1.5,0.7
Cc1ccc(Br)cc1S(=O)(=O)Nc1cccnc1,-4,-0.6,7,-10,-6,14,x,2,x,1.2
CCN(CC(=O)Nc1c(F)cccc1F)C(=O)c1nc2nc(C)cc(C)n2n1,8,-2.4,2,2,1,2,x,-2,x,-1.9
Cc1ccc(CN2CCN(CCCn3cnc4c(OCc5ccccc5)ncnc43)CC2)cc1,11,-1.2,1,-2,-2,-6,x,-2,x,1.7
COc1cc(NC(=S)NCc2cccnc2)cc(OC)c1OC,-10,-1.0,-5,-16,-1,-1,-0.9,1,1.8,3.4
CCN(C(=O)CSc1nnc(COc2ccccc2F)n1N)c1c(N)n(Cc2ccccc2)c(=O)[nH]c1=O,1,-0.3,13,-10,1,11,x,-5,x,0.5
Cc1ccc2oc(C(=O)NCC(c3ccco3)N3CCCC3)c(C)c2c1 (stereo not given),3,-1.0,3,15,0,11,-0.8,0,2.8,3.2
Cc1ccc2nc(SC(C)C(=O)N3CCCCC3)[nH]c2c1 (stereo not given),-7,-1.5,10,-1,1,7,-0.7,2,-1.1,1.2
Cc1cc(C)n(C2CCCCC2OC(=O)c2ccccc2)n1 (stereo not given),-1,-0.4,-11,-45,-2,10,0.3,-2,1.4,1.6
O=C(/C=C/c1ccc(Br)cc1)NC(=O)c1ccccc1O,-13,-1.2,-18,3,-1,-7,-1.6,10,4.6,3.6
CN(C(=O)c1cccc(NC(=O)Cc2ccc(NC(=O)C3CCCN(C(=O)C4CCC4)C3)cc2)c1)C1CCC1 (stereo not given),-4,-0.5,12,7,-1,-4,x,-1,x,2.7

# Ordered by number of heavy atoms (highest first): 5 of the compounds above
SMILES,Tat export inh,CAL PDZ FP,PvdQ acylase,PfHsp90 yeast 2,DAGLB inhibitor,Rtt109 Vps75,Ecoli viability,Wnt act,AddAB inh,phage Ecoli inh
CN(C(=O)c1cccc(NC(=O)Cc2ccc(NC(=O)C3CCCN(C(=O)C4CCC4)C3)cc2)c1)C1CCC1 (stereo not given),-4,-0.5,12,7,-1,-4,x,-1,x,2.7
CCN(C(=O)CSc1nnc(COc2ccccc2F)n1N)c1c(N)n(Cc2ccccc2)c(=O)[nH]c1=O,1,-0.3,13,-10,1,11,x,-5,x,0.5
Cc1ccc(CN2CCN(CCCn3cnc4c(OCc5ccccc5)ncnc43)CC2)cc1,11,-1.2,1,-2,-2,-6,x,-2,x,1.7
COc1cc(NC(=S)NCc2cccnc2)cc(OC)c1OC,-10,-1.0,-5,-16,-1,-1,-0.9,1,1.8,3.4
Cc1ccc(Br)cc1S(=O)(=O)Nc1cccnc1,-4,-0.6,7,-10,-6,14,x,2,x,1.2

# Not a hit list, and some 1.9% of all compounds hit somewhere here.
